Rac1 wt modul: wildtype Rac1 GTP binding modulators, primary screen, biochemical, GST-Rac1 beads, flow cytometry, multiplex; fluorescent GTP binding; actives lie on both sides; 0 = cold GTP competed, 100 = untreated; GTP binding activity (% of control), % at 10 µM; actives 0.27% (n = 190,000);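 active = GTP binding activity at least 20 points away from the 100% control level, either lower or higher; inconclusive = compound flagged as likely green fluorescent, judged across all proteins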
Bim-Bcl-W: inhibitors of Bim binding to Bcl-W, primary screen, biochemical, multiplexed, bead-based flow cytometry | Bcl-2-like protein 2 (Homo sapiens), Q92843 | actives 0.02% (n = 190,000) | inhibition, % at 10 µM | Bim peptide-Bcl-W binding | AID 952, 2007;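 also: 0% = bound tracer without compound and 100% = peptide blocker; higher means less fluorescent Bim peptide bound to Bcl-W beads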
Rab7 wt modul: modulators of GTP binding to Rab7, primary screen, biochemical, wildtype, multiplex bead flow cytometry; Rab7 GTPase wild type (dog), Bodipy-FL-GTP binding; GST-Rab7 beads, fluorescent GTP binding; actives lie on both sides; untreated = 100%, excess cold GTP = 0%; GTP binding activity (percent of control), % at 10 µM; actives 0.055% (n = 190,000); AID 758, 2007;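 active = fluorescent GTP binding to Rab7 beads changed by at least 20 points from the 100% baseline, either direction, mostly lower; inconclusive = compound itself probably fluorescent, or too few beads counted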;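 also: median green fluorescence of bound Bodipy-FL-GTP per Rab7 bead population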
HRas wt GTP: modulators of GTP binding to HRas wildtype, primary screen, biochemical, bead-based flow cytometry, multiplex; GTP binding activity, % at 10 µM; actives 0.14% (n = 190,000); GST-Ras wt beads, Bodipy-FL-GTP binding; actives lie on both sides; GTPase HRas (Homo sapiens), P01112;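 active = GTP binding activity at least 20% away from the 100% baseline, either lowered as inhibitor or raised as activator; inconclusive = flagged as likely green fluorescent, judged across all proteins in the well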;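 also: 0% = unlabeled GTP competition control and 100% = no-compound control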
Target sequence (P01112 whole entry, looked up): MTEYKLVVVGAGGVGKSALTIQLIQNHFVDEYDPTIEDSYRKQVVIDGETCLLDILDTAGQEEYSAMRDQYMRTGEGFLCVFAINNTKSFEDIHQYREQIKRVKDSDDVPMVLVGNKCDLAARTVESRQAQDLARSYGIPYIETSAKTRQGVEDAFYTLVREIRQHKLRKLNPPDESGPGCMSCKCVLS
Rab2 wt GTP: modulators of GTP binding to Rab2A wildtype, primary screen, biochemical, dog, bead-based flow cytometry, multiplex; Ras-related protein Rab-2A (Canis lupus familiaris), P61105; GST-Rab2 wt beads, Bodipy-GTP binding; GTP binding activity, % at 10 µM; actives 0.19% (n = 190,000);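 active = GTP binding activity at least 20 points away from 100%, either lowered or raised; inconclusive = signal likely due to the compound's own green fluorescence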;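 also: 0% = beads with excess unlabeled GTP and 100% = no-compound control corrected for plate trend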
Bim-Bcl-XL: inhibitors of Bim-Bcl-XL binding, primary screen, biochemical, multiplexed, bead flow cytometry, human Bcl-XL; Bim peptide-Bcl-XL binding, fluorescence; actives 0.04% (n = 190,000); inhibition, % at 10 µM; Bcl-2-like protein 1 (Homo sapiens), Q07817
Target sequence (Q07817 whole entry, looked up): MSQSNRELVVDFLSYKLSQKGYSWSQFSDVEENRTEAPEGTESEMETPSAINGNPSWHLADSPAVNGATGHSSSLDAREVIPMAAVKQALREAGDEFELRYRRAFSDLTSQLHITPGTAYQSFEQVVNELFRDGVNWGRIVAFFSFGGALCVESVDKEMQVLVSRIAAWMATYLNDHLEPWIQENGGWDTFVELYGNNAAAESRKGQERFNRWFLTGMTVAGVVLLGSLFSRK
Bfl-1 Bim block: inhibitors of Bim binding to Bfl-1, primary screen, biochemical, multiplexed, bead-based flow cytometry; Bcl-2-related protein A1 (Homo sapiens), Q16548; actives 0.12% (n = 190,000); Bim-Bfl-1 binding inhibition; inhibition, % at 10 µM;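 also: 0% = wells without compound plus tracer and 100% = blocker peptide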
Bcl-2 Bim block: inhibitors of Bim-Bcl-2 binding, primary screen, biochemical, multiplexed, human Bcl-2 family. Apoptosis regulator Bcl-2 (Homo sapiens), P10415. Bead-based flow cytometry, Bim peptide-Bcl-2 binding. inhibition, % at 10 µM. actives 0.06% (n = 190,000). AID 950, 2007; in the data active = inhibition above about 40%; inconclusive = no clear call, values can overlap the other calls;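 also: 0% = no compound wells with probe peptide and 100% = reference peptide inhibitor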
Target sequence (P10415 whole entry, looked up): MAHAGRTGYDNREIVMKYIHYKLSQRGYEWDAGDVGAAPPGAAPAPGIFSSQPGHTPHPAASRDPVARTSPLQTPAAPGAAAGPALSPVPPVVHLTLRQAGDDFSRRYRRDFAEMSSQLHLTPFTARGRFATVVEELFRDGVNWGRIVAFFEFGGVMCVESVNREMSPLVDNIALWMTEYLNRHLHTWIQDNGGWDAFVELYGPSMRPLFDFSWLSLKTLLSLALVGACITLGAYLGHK
Rac1 mut GTP: GTP binding modulators of activated mutant Rac1, primary screen, biochemical, bead-based flow cytometry, multiplex, fluorescent GTP | Ras-related C3 botulinum toxin substrate 1 (Homo sapiens), P63000 | GST-Rac1 activated beads; actives lie on both sides; 100% means binding = to untreated wells | percent activity (GTP binding), % at 10 µM | actives 0.11% (n = 190,000);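 active = GTP binding at least 20 percentage points away from the 100% baseline, in either direction, so actives lie on both sides; inconclusive = Compound likely fluorescent itself, or too few beads counted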
Bim-Bcl-B: inhibitors of Bim-Bcl-B binding, primary screen, biochemical, multiplexed, human Bcl-2 family. inhibition, % at 10 µM. actives 0.073% (n = 190,000). bead-based flow cytometry, Bim peptide-Bcl-B binding;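 also: 0% = tracer peptide without compound and 100% = reference inhibitor peptide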
Target sequence (Q9HD36 whole entry, looked up): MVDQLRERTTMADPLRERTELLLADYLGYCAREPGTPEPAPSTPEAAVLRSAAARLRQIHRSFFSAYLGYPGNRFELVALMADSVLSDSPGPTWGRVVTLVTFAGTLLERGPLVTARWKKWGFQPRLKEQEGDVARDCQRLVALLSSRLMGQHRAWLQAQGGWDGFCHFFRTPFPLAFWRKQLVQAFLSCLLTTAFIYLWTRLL
Cdc42 wt: modulators of GTP binding to wildtype Cdc42, primary screen, biochemical, multiplex bead flow cytometry, Bodipy-GTP. actives 0.2% (n = 190,000). GST-Cdc42 beads; actives lie on both sides. percent activity (GTP binding), % at 10 µM;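 active = percent activity GTP binding at least 20 points away from the 100% baseline, either down as inhibitor or up as activator; inconclusive = compound flagged as likely green fluorescent from well-wide comparison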;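 also: median bead fluorescence of bound Bodipy-FL-GTP at 100 nM; 0% = excess unlabeled GTP control and 100% = no compound control; below 100% means less GTP binding so inhibitor and above means activator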
Numbers without * were called inactive; ? = inconclusive. Rule as the data show it, unless noted: active = inhibition above about 40%. No enrichment for hits; any-hit rate near 0.62%.

SMILES	Rac1 wt modul	Bim-Bcl-W	Rab7 wt modul	HRas wt GTP	Rab2 wt GTP	Bim-Bcl-XL	Bfl-1 Bim block	Bcl-2 Bim block	Rac1 mut GTP	Bim-Bcl-B	Cdc42 wt
O=C(O)CCCNS(=O)(=O)c1ccc(F)cc1	104	0	97	101	99	-10	-17	-14	98	-5	103
CC(C)n1nc(C(=O)OCn2nnc3ccccc3c2=O)c2ccccc2c1=O	102	-4	100	99	102	-6	0	-3	98	-6	101
CCOC(=O)N1CCC(N2CCCC(C(=O)c3ccc4cc(OC)ccc4c3)C2)CC1 (stereo not given)	96	-5	97	94	97	-4	-6	-3	95	-4	97
OC(C#CCN1CCOCC1)(c1ccccc1)C1CC1 (stereo not given)	104	0	96	102	101	-4	-15	-9	101	-8	105
CCCNC(=S)Nc1ccc(Cl)cc1C	104	-8	98	101	98	-15	-11	-22	101	-20	103
CC(CN1CCOCC1)(NS(=O)(=O)c1ccccc1)c1ccccc1 (stereo not given)	93	-3	90	94	93	-10	2	1	95	0	95
CCOc1ccc(NC(=O)CSc2nc3c([nH]c4ccccc43)c(=O)n2C)cc1	?	0	?	?	?	1	3	0	?	0	?
COC(=O)c1sccc1NC(=O)CCC1CCCCC1	101	-3	97	98	95	-4	-4	-17	96	-5	96
Cc1ccccc1CS(=O)(=O)Cc1ccc(C(=O)NCc2ccco2)o1	93	0	99	98	97	-2	-7	-6	94	-9	95
N#Cc1c2n(c3c(-c4ccccc4)ncnc13)CCC2	106	-3	102	101	100	-3	-3	-1	100	-1	104

Limited to Bcl-2 Bim block and Rab2 wt GTP, for two of the compounds above:
Compound	Bcl-2 Bim block	Rab2 wt GTP
O=C(O)CCCNS(=O)(=O)c1ccc(F)cc1	-14	99
CC(C)n1nc(C(=O)OCn2nnc3ccccc3c2=O)c2ccccc2c1=O	-3	102

The listing picks up; the two compounds before the break are reprinted first.
SMILES	Rac1 wt modul	Bim-Bcl-W	Rab7 wt modul	HRas wt GTP	Rab2 wt GTP	Bim-Bcl-XL	Bfl-1 Bim block	Bcl-2 Bim block	Rac1 mut GTP	Bim-Bcl-B	Cdc42 wt
Cc1ccccc1CS(=O)(=O)Cc1ccc(C(=O)NCc2ccco2)o1	93	0	99	98	97	-2	-7	-6	94	-9	95
N#Cc1c2n(c3c(-c4ccccc4)ncnc13)CCC2	106	-3	102	101	100	-3	-3	-1	100	-1	104
COc1ccccc1Oc1coc2c(CN3CCN(C)CC3)c(O)ccc2c1=O	104	0	97	100	101	2	0	0	100	-1	103
CC(C)(C)C1CCc2onc(C(=O)Nc3cccc(O)c3)c2C1 (stereo not given)	87	-2	90	92	90	-11	-19	-17	91	-13	91
COc1ccc(CNC(=O)CSc2cc(=O)n(C)c3ccccc23)cc1	90	-3	93	94	93	-7	-4	-3	93	-5	95
O=C(CSc1ccccc1)NCc1cccnc1	98	-1	98	97	96	-3	-1	1	94	-1	97
COc1ccc(C2C(C(=O)N3CCN(c4ccccc4)CC3)c3ccccc3C(=O)N2C)cc1 (stereo not given)	101	0	96	98	98	2	6	5	98	0	100
CSc1nnc(-c2ccc(NC(=O)CCc3ccccc3)cc2)n1C	99	4	104	102	102	0	0	1	99	0	102
COCCCN(CC(=O)Nc1ccc(N2CCOCC2)cc1)S(=O)(=O)c1ccc(C)cc1	94	-2	94	97	94	-1	-6	-1	94	-2	96
CCOc1ccc(C(=O)Nc2cccc(-c3nc4cccnc4o3)c2)cc1Cl	99	0	97	99	97	-3	-2	-2	98	-1	101
CC(C)(C)NC(=O)NC(=O)Cn1ccsc1=N	106	0	103	102	102	2	-7	0	104	3	106
CCCc1cc(-c2nc(-c3ccc(Br)cc3)cs2)ccn1	104	-1	99	100	100	-2	1	-1	101	-6	104

An excerpt of these results, with each value named:
CC(C)(C)C1CCc2onc(C(=O)Nc3cccc(O)c3)c2C1 (stereo not given)
  Rac1 wt modul: 87; Bim-Bcl-W: -2; Rab7 wt modul: 90; HRas wt GTP: 92; Rab2 wt GTP: 90; Bim-Bcl-XL: -11; Bfl-1 Bim block: -19; Bcl-2 Bim block: -17; Rac1 mut GTP: 91; Bim-Bcl-B: -13; Cdc42 wt: 91
COc1ccc(CNC(=O)CSc2cc(=O)n(C)c3ccccc23)cc1
  Rac1 wt modul: 90; Bim-Bcl-W: -3; Rab7 wt modul: 93; HRas wt GTP: 94; Rab2 wt GTP: 93; Bim-Bcl-XL: -7; Bfl-1 Bim block: -4; Bcl-2 Bim block: -3; Rac1 mut GTP: 93; Bim-Bcl-B: -5; Cdc42 wt: 95
O=C(CSc1ccccc1)NCc1cccnc1
  Rac1 wt modul: 98; Bim-Bcl-W: -1; Rab7 wt modul: 98; HRas wt GTP: 97; Rab2 wt GTP: 96; Bim-Bcl-XL: -3; Bfl-1 Bim block: -1; Bcl-2 Bim block: 1; Rac1 mut GTP: 94; Bim-Bcl-B: -1; Cdc42 wt: 97
COc1ccc(C2C(C(=O)N3CCN(c4ccccc4)CC3)c3ccccc3C(=O)N2C)cc1 (stereo not given)
  Rac1 wt modul: 101; Bim-Bcl-W: 0; Rab7 wt modul: 96; HRas wt GTP: 98; Rab2 wt GTP: 98; Bim-Bcl-XL: 2; Bfl-1 Bim block: 6; Bcl-2 Bim block: 5; Rac1 mut GTP: 98; Bim-Bcl-B: 0; Cdc42 wt: 100

New compounds follow
SMILES	Rac1 wt modul	Bim-Bcl-W	Rab7 wt modul	HRas wt GTP	Rab2 wt GTP	Bim-Bcl-XL	Bfl-1 Bim block	Bcl-2 Bim block	Rac1 mut GTP	Bim-Bcl-B	Cdc42 wt
Cc1cc(C)cc(NC(=S)NCc2ccc3[nH]c4c(c3c2)CCCC4)c1	103	-4	99	100	99	-4	2	1	98	-5	100
O=c1oc2ccccc2cc1-c1cn2ccccc2n1	98	0	97	97	99	0	-4	-1	97	-3	96
COc1ccccc1OCC(=O)Sc1ccc(C)cc1	102	-1	99	103	103	1	4	2	99	4	106
Cn1cc(/C=C2/SC(=O)N(CC(=O)Nc3ccc4c(c3)OCO4)C2=O)c2ccccc21	96	2	103	98	99	-1	0	0	95	-2	98
O=C1CC(c2ccccc2)=NN1c1ccc([N+](=O)[O-])cc1	93	2	95	92	95	0	5	-1	91	4	95
CCOc1ccccc1OCC(=O)Nc1nnc(C)s1	101	1	100	101	101	2	2	0	99	0	103
CCN1CCN(S(=O)(=O)c2cccs2)CC1	100	0	99	99	102	-7	-14	-8	97	-8	101
CC(=O)N(C)c1ccc(OCC(O)COc2ccc(N(C)C(C)=O)cc2)cc1	104	0	102	102	101	-4	-10	-6	99	-6	102
Cn1c(=O)c2cc(S(=O)(=O)NC(C(=O)Nc3cccnc3)c3ccccc3)ccc2n(C)c1=O (stereo not given)	101	-2	97	99	99	-5	-9	-6	100	-9	97
O=C(Cn1c(=O)sc2ccccc21)Nc1ccc(O)cc1	106	-4	103	102	99	-3	-4	-4	102	-4	103
Cc1cccc(NC(=O)C2CCCN(S(=O)(=O)c3cccc4nsnc34)C2)n1 (stereo not given)	98	-2	100	98	96	-5	-13	-9	97	-9	96
COc1ccc(-c2cc3ccc(OCc4nn[nH]n4)cc3oc2=O)cc1OC	102	0	101	99	97	-1	-11	-4	98	-5	99
CCN(CC)S(=O)(=O)c1ccc(/C=C/C(=O)Nc2ccc(F)c(F)c2F)cc1	106	-4	101	102	100	-5	0	-4	101	-6	105
Cc1occc1C(=O)N1CCCC(CCC(=O)NCc2ccc(F)c(F)c2)C1 (stereo not given)	101	1	94	97	95	0	-4	-2	99	-6	98
Cc1ccc(N(CC(=O)NCc2ccco2)C(=O)CCC(=O)Nc2ccccn2)cc1C	110	1	102	103	102	-2	-11	-3	101	-5	109
CCN(CC)CCCN(C(=O)c1ccco1)c1nc(-c2ccc(C)cc2)cs1	97	-3	105	99	100	-2	-8	-4	97	-6	97
Cc1ccccc1C(=O)Nn1cnc2ccccc2c1=O	93	1	101	97	98	0	4	-2	94	0	92
O=C1c2ccccc2C(=O)N1CC1=NCCc2ccccc21	106	-1	104	99	100	-1	2	1	98	-3	99
Cc1ccc2c(c1)sc(=NC(=O)c1cccs1)n2C	95	0	105	97	98	1	-3	-2	95	-3	97
CCc1ccc(N2C(=O)CC(c3ccc(F)cc3)C3=C2COC3=O)cc1 (stereo not given)	103	2	105	99	103	-1	-2	-2	97	-3	103
O=C1CCc2cc(S(=O)(=O)N3CCN(c4cccc(C(F)(F)F)c4)CC3)ccc2N1	100	0	103	103	103	0	-3	-1	99	-1	101
CN(c1cccc(NC(=O)CCSc2ccccc2)c1)S(C)(=O)=O	103	1	98	94	97	-3	-13	-5	98	-7	101
CCOC(=O)N1CCC(NC(=O)C2CCN(S(=O)(=O)c3cccs3)CC2)CC1	96	1	99	99	99	2	0	-1	96	0	98
CC1CN(CCCOc2ccccc2-c2ccccc2)CC(C)O1 (stereo not given)	94	-2	95	95	95	-6	-6	0	96	-5	97
Cn1c(N)c(C(=O)COC(=O)c2ccc(Cl)c(S(=O)(=O)N3CCCCC3)c2)c(=O)n(C)c1=O	94	-1	95	95	93	-5	-15	-6	95	-7	95
Cc1ccc(-c2noc(CSc3nnnn3C3CCCCC3)n2)cc1	94	0	94	93	94	0	-7	-8	94	-2	93
CCOC(=O)c1ccc(N=Cc2nc3ccccc3n2C)cc1	102	-4	99	101	100	-2	-2	-2	94	-2	100
O=C(CSc1ccccc1F)NC1CCS(=O)(=O)C1 (stereo not given)	96	1	94	95	95	0	-6	-4	94	-4	93
Cc1ccc2c(c1)N(CC(=O)NCc1cccs1)C(=O)CO2	107	0	96	100	100	0	-9	-11	102	-35	103
COC(=O)c1c(C(=O)OC)c(-c2ccc(C)cc2)n2c1CS(=O)(=O)C2	104	4	95	100	104	-1	-13	-7	99	-3	100
CNC(=S)NNC(=O)Cn1ccc(C)n1	104	-2	101	102	102	-3	-3	-3	101	-1	103
